From PubChem BioAssay
AT treatment: potential ataxia-telangiectasia treatment; […] A-T fibroblasts, KAP-1 phosphorylation AlphaLISA; neocarzinostatin DNA damage 30 min before lysis; Potency, µM (titrated, usually from 57.5 µM), for inactives: at the top dose activation, most hits filed as activators; 320,000 tested, 0.19% active; further: potency means the concentration at half of the fitted maximal effect; % of control where 0% means no effect; nearly all actives have a fitted effect of over 45% in size
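ATM-like activity read as KAP-1 phosphorylation via AlphaLISA donor/acceptor antibody pairs after lysis and 6 hr at 25C. Cells were ATM-null patient fibroblasts ([…], hTERT), dosed 60 min, then exposed to the DSB inducer NCS for 30 min.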
Tb PFK block: T. brucei PFK enzyme inhibition; O15648; T. brucei PFK, ADP-Glo luminescence; Potency, µM (series often up to 57.5 µM), for the others: at the top dose activity, negative = inhibition, most hits filed as inhibitors; 330,000 tested, 0.17% active; AID 485367;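 further: potency means the concentration at half of the fitted maximal effect; 0% = uninhibited 1x PFK enzyme wells and -100% = no-enzyme wells; nearly all actives have a fitted effect of over 60% in size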
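Luminescent ADP detection (ADP-Glo, two-step: ATP depletion then ADP-to-ATP conversion for luciferase) reported PFK activity after 45 min room-temperature reaction of 1.25 nM enzyme with 0.5 mM F6P and 0.1 mM ATP at pH 8.0.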
Coupling enz: counter-screen for Giardia aldolase inhibitors: coupling enzyme system; 290,000 tested, 0.67% active; activity change, negative = inhibition, % at 58.2 µM, hits read low; coupling enzyme system counterscreen, AmpLite Red fluorescence; AID 2472; in the data active means activity change below about -30%; further: on the % scale 0 is the no-effect control and ±100 the full control effect
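Fluorescence at 525 nm excitation and 598 nm emission measured inhibition of the coupled detection system without aldolase. Compounds (at 57.5 uM final) were preincubated 10 min at room temperature with coupling enzyme reagent before a 20 min substrate/AmpLite Red step.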
GALK inhibitor: galactokinase (human) inhibition; Purified GALK, Kinase-Glo residual ATP luminescence; Potency, µM (top dose mostly 57.5 µM), inactives show top-dose activity change, negative = inhibition, hits mostly inhibitors; 270,000 tested, 0.007% active; AID 1868; further: potency means the concentration at half of the fitted maximal effect; on the % scale 0 is the no-effect control and ±100 the full control effect
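Human GALK (5 nM) with 35 uM ATP and 100 uM galactose in 20 mM HEPES pH 8.0, 5 mM MgCl2, 60 mM NaCl, 1 mM DTT, 0.01% BSA. After 1 h at room temperature, leftover ATP was read by Kinase-Glo Plus luminescence.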
hERG WT inh: blocks the wildtype human KCNH2 potassium channel; Q12809; U2OS, BacMam KCNH2, thallium flux FluxOr; stronger effect = lower value; activity change, % at 1.84 µM; 340,000 tested, 0.37% active; AID 720551;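 active means maximum activity change below -70%; inconclusive means maximum activity change between -70% and -50%; inactive means maximum activity change above -50%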; further: on the % scale 0 is the no-effect control and ±100 the full control effect
Target sequence (Q12809 whole entry, looked up): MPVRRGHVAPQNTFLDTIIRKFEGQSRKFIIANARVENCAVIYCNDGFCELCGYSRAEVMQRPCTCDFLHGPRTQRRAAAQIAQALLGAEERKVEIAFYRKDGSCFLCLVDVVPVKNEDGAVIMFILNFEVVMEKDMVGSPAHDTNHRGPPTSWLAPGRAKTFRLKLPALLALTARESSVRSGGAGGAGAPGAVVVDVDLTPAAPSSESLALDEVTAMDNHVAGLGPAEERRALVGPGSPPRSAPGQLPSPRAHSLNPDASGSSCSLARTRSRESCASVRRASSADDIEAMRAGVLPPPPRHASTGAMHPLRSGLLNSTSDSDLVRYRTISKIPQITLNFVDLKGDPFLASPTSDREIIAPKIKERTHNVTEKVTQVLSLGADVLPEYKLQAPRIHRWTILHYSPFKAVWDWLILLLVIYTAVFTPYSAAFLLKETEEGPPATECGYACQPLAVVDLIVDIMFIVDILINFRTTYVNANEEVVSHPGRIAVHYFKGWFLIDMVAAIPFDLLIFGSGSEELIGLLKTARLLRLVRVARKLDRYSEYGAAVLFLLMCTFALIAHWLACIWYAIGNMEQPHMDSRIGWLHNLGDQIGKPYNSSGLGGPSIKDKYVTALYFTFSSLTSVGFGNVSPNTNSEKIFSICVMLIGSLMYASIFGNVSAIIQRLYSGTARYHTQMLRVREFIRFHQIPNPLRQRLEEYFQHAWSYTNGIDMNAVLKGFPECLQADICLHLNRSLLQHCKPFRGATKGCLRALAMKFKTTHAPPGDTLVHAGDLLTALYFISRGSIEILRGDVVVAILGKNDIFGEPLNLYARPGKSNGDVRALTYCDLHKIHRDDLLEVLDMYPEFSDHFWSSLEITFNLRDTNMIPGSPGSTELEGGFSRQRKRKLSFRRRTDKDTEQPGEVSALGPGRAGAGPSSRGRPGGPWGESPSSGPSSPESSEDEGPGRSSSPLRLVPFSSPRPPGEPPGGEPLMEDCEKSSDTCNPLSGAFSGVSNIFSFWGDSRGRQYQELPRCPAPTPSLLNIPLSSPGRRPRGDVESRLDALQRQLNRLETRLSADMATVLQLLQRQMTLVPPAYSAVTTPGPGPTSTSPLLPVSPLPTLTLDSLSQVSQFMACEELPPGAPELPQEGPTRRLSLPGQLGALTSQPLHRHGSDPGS
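U2OS cells were transduced with wild-type KCNH2 virus (2.03 x 10^8 / mL) for 4 h at room temperature, then cultured overnight at 37 C. Thallium flux was read with FluxOr dye. Rate constants were normalized to DMSO controls.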
TCR act: activators of T cell receptors; primary human leukocytes, anti-CD3, IL-2 HTRF, 48 h; Potency, µM (doses to about 9.22 µM), without a hit: at the highest dose activation of IL-2 secretion, hits mostly activators; 330,000 tested, under 10 active; AID 504894; further: % of control where 0% means no effect
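Activity was scored as IL-2 release from primary human leukocytes given only a TCR signal (a-CD3 beads) plus compound for 48 hr. Detection used a two-antibody HTRF format read at 665nm.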
Giardia kill: Giardia lamblia killing; activity change, % at 7.66 µM, hits read low; Giardia lamblia trophozoite viability; AID 540267; 340,000 tested, 0.15% active; in the data active means activity change below about -80%; inconclusive means between about -30% and that limit;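 further: parasites exposed to compound for two days anaerobically before the ATP read; on the % scale 0 is the no-effect control and ±100 the full control effect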
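Each well holds 100 Giardia trophozoites and compound. After two days (48 hrs) at 37 deg C in anaerobic conditions, ATP is quantified by luminescence.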
TSHR antagonist: blocks TSH signaling through the human TSH receptor. 330,000 tested, 0.2% active. P16473. activity change, negative = inhibition, % at 11.5 µM. AID 504810. TSHR-expressing cells, TSH-stimulated cAMP HTRF, 2 h; stronger effect = lower value;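 active means activity change below a set negative limit, meaning inhibition stronger than a set level, cut at about -70% in these data; inconclusive means activity change between two set negative limits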; further: on the % scale 0 is the no-effect control and ±100 the full control effect
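Read-out is FRET at 665 nm (cryptate excitation 337 nm) from a cryptate-tagged anti-cAMP antibody, competed by cell cAMP against cAMP-d2. Compounds are tested on freshly harvested TSHR cells challenged with 4nM TSH (EC80) for 2 hours at 37 deg C.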
MLL CXXC-DNA inh: MLL CXXC-DNA interaction inhibition | AID 2662 | 290,000 tested, 0.037% active | Potency, µM (top dose mostly 115 µM), without a hit: at the top dose activity change, negative = inhibition, hits mostly inhibitors | MLL-CXXC / FITC-HOXA9 DNA fluorescence polarization; active means well fitted inhibition curve with a large enough effect in the polarisation, with a control signal flat, not every such curve was filed as active; inconclusive means small, poorly fitted or top-dose-only effect, or effect the other way, or a change in a side signal; inactive means no such curve, though single readings can be large or run the other way; the % refers to the polarisation; further: potency means the concentration at half of the fitted maximal effect
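Steps: dispense CXXC domain solution (7 uM) → pin compounds or unlabeled HOX-A9 DNA control → 5 min ambient → add FLSN-HOX-A9 solution (50 nM) → spin → 30 min ambient → fluorescence polarization. Tris pH 7.5/NaCl/DTT/BSA buffer.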
BCR signal inh: inhibitors of chronic active B-cell receptor signaling; ABC-DLBCL IkBa-CBG/CBR reporter, luminescence ratio, 4 h; Potency, µM (highest dose often 46.1 µM), for inactives: top-dose ratio change, negative = lower green/red ratio, hits mostly inhibitors; 340,000 tested, 0.05% active; AID 493014; active means well fitted inhibition curve with a large enough effect in the signal ratio, with a control signal flat, not every such curve was filed as active; inconclusive means small, poorly fitted or top-dose-only effect, or effect the other way, or a change in a side signal; the % refers to the signal ratio;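 further: potency means the concentration at half of the fitted maximal effect; plate controls were basal doxycycline-induced cells for no effect and cells given 10 µM MG132 for full effect; MG132 reads +100%, hits lower the ratio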
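TMD8 human ABC-DLBCL cells with doxycycline-inducible IκBα–green luciferase fusion and unfused red luciferase, in 0.5% FBS medium; compounds up to 46 uM, 4 h at 37C. Green/red luminescence ratio, filter-overlap corrected, fitted to concentration-response curves.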
An asterisk follows results filed as active; i = inactive; ? = inconclusive; . = not tested or not shown; [ ] = dose if it differs, or a comment. Unless noted, the call rests on the fitted dose curve; in most records, active means well fitted curve in the direction sought with a large enough effect; inconclusive means small, poorly fitted or top-dose-only effect, or another doubt; inactive means no such curve, though single readings can be large; an effect the other way counts as inactive or inconclusive.

SMILES | AT treatment | Tb PFK block | Coupling enz | GALK inhibitor | hERG WT inh | TCR act | Giardia kill | TSHR antagonist | MLL CXXC-DNA inh | BCR signal inh
COCCC(=O)N1CCCC(C(=O)c2ccc(Oc3ccccc3)cc2)C1 (stereo not drawn) | 4% | -3% | 3 | 4% | i | -3% | 15 | -12 | 14% | -9%
COc1ccc(N2CCN(C(=O)c3ccc(CS(=O)(=O)c4ccccc4C)o3)CC2)cc1 | 14% | 0% | 1 | . | -8 | 10% | -22 | -6 | . | 0%
COc1ccc(-c2ccnc3nc(N4CCN(c5ccccc5)CC4)nn23)cc1 | -3% | 2% | -2 | 0% | 9 | 5% | 5 | -2 | ? | 0%
Cc1ccc(S(=O)(=O)n2nc(OC(=O)C(C)(C)C)cc2N)cc1 | -4% | 1% | -1 | -1% | -2 | 2% | 6 | 5 | 44%[activator] | ?
Cc1csc(NC(=O)C(C)N2C(=O)c3ccccc3S2(=O)=O)n1 (stereo not drawn) | 4% | 2% | . | 0% | 6 | -3% | -2 | -13 | -1% | -1%
O=C(NCc1ccc2c(c1)OCO2)c1ccc(COc2cccc(Cl)c2)o1 | . | -9% | 1 | 5% | 2 | -7% | 4 | -15 | -6% | ?
CCC(CC)C(=O)c1c[nH]c(C(=O)NCc2cccs2)c1 | 1% | 2% | -1 | -2% | 0 | 2% | -8 | -9 | 9% | 4%
CC(C)(C)C(=O)C(Oc1cccc2nonc12)n1cncn1 (stereo not drawn) | 2% | 0% | -2 | 0% | -1 | 3% | -12 | -8 | 7% | 6%
COc1ccc(NS(=O)(=O)c2ccc(N3CCOCC3)c(N)c2)cc1 | 1% | 0% | . | . | 1 | -4% | -18 | -10 | . | -13%
O=C(O)/C=C/C(=O)N1CCN(C(c2ccccc2)c2ccccc2)CC1 | 6% | -1% | 10 | 10% | -3 | -2% | 0 | -25 | 1% | 0%
Cc1nn(-c2ccccc2)c(C)c1NC(=O)COc1ccc(C#N)cc1 | 28% | ? | 1 | . | -6 | 4% | -5 | -3 | 8% | -1%
CCN1C(=O)/C(=C\N2CCN(C(=O)c3ccco3)CC2)SC1=S | 1% | 1% | 2 | 0% | 0 | 10% | -24 | 5 | 8% | 0%
Nc1c(C(=O)O)cnc2nc(N3CCOCC3)nn12 | 5% | -5% | 2 | 0% | -9 | 2% | 6 | 31 | -4% | -20%
CN(CC(=O)Nc1ccccc1C(F)(F)F)CC(=O)N1CCCCCC1 | 2% | -15% | . | . | -21 | 4% | 2 | 14 | . | ?
CC1=CC(C)(C)N(C(=O)c2ccccc2)c2ccc(C)cc21 | ? | -5% | 5 | 3% | 7 | 0% | 6 | -7 | -2% | 7%
COC(=O)c1ccc(Nc2ncnc3c2cnn3-c2cccc(C)c2)cc1 | 7% | 4% | -1 | . | -2 | 0% | 6 | -4 | 5% | 2%
Cc1ccc(C)c(OCCC(=O)OCC(=O)NC(=O)NC2CCCC2)c1 | -3% | 0% | . | . | -15 | 9% | 10 | 8 | . | -5%
CCOc1ccc(N(CC(=O)NCC2CCCO2)S(=O)(=O)c2ccc(Cl)cc2)cc1 (stereo not drawn) | . | -5% | -1 | 4% | 3 | 2% | -16 | 13 | 8% | -8%
Cc1nn(C)c(Cl)c1C(N)=O | 0% | -12% | -3 | 1% | -6 | -3% | 19 | 11 | -4% | 2%
CC(C)CC1NC(=S)N(Cc2ccccc2)C1=O (stereo not drawn) | 3% | 0% | 3 | 1% | -8 | 1%[46.1 µM] | 6 | 6 | -8% | ?
Oc1ccc(N=Nc2n[nH]c(-c3ccc(Cl)cc3)n2)cc1 | -6% | -2% | -2 | 2% | -1 | 1% | 13 | -6 | 36%[activator] | .
C/C(Cl)=C\Cn1c(Nc2ccccc2)nc2c1c(=O)n(C)c(=O)n2C | -4% | -1% | 0 | 1% | -2 | 3% | 1 | 9 | 0% | ?
CN(Cc1cccs1)C(=O)Cc1csc(-c2ccccc2)n1 | -1% | -1% | 0 | -1% | 3 | -1% | 0 | 3 | 9% | 20%
COC(=O)c1cncc(C)c1 | ? | -1% | 3 | 0% | 1 | -12% | -21 | -2 | 0% | 1%
COc1ccc(S(=O)(=O)Nc2cc(OC)c(NC(=O)c3ccco3)cc2OC)cc1 | 10% | -1% | 0 | 8% | 6 | -17% | 7 | -4 | 4% | 4%
COc1cc(CC(NC(C)=O)C(=O)NC2CCN(c3c(Cc4ccccc4)c(C)nc4ncnn34)CC2)cc(OC)c1 (stereo not drawn) | 6% | 3% | 1 | . | -7 | -3% | 5 | -1 | 2% | 0%
COc1ccc(Oc2ncnc3c2oc2ccc(Br)cc23)cc1 | ? | 3% | 4 | 3% | -8 | -3% | 1 | 10 | 1% | 2%
CNCCOc1ccc(Cl)c(Cl)c1 | 3% | ? | 2 | 3% | 7 | -2% | 0 | 4 | 5% | -7%
C#CCOC(=O)CCCNc1ccc([N+](=O)[O-])cc1[N+](=O)[O-] | 1% | -22% | -1 | -2% | 4 | 5% | -8 | 2 | 3% | -2%
O=C(CCn1c(=O)c2sccc2n(CC(=O)NCc2ccco2)c1=O)NCc1ccccc1 | -5% | -4% | 2 | 1% | -254* | . | -1 | 0 | 9% | -1%
CCOC(=O)N1CCN(C(=O)CCn2c(=S)[nH]c3ccccc3c2=O)CC1 | 6% | 0% | 1 | 0% | 5 | 4% | -5 | 21 | 0% | ?
CCOCCCN(CC(=O)NC1CCCC1)C(=O)C(=O)Nc1ccc2c(c1)OCCO2 | 0% | -4% | 0 | 11% | 3 | 1% | 21 | 24 | 0% | 0%
CC1Cc2ccccc2N1C(=O)COC(=O)/C=C/c1cccc(F)c1 (stereo not drawn) | 6% | -1% | . | . | 3 | -3% | 23 | -48 | . | -2%
CN(CC(=O)Nc1ccc(Cl)c(C(F)(F)F)c1)Cc1cc(=O)n2ccsc2n1 | -4% | -4% | 6 | 9% | 6 | 2% | -17 | -6 | 8% | -17%
COc1ccc(OC)c(-c2csc(NC(=O)CSc3ccc([N+](=O)[O-])cc3)n2)c1 | 0% | -7% | -3 | . | -1 | 3%[46.1 µM] | -5 | -36 | 7% | 11%
COc1cccc(N2CCc3c(C)nc4ccc(Cl)cc4c32)c1 | 11% | 1% | 4 | 0% | -6 | 4% | -1 | -9 | 18% | -1%
Cc1cc(C(=O)N2CCCc3ccccc32)ccc1[N+](=O)[O-] | 1% | 0% | -4 | 2% | -4 | 1% | -14 | 3 | -4% | 2%
CCCCNC(=S)NNC(=O)c1c(C)nc2ccccn12 | -13% | -1% | 0 | 0% | 3 | -3% | -14 | 13 | -2% | 0%
O=C(NNc1cc(N2CCOCC2)nc(N2CCOCC2)n1)c1ccc(Cl)cc1Cl | -3% | 5% | -8 | -2% | 16 | 3%[46.1 µM] | 14 | 29 | -3% | 9%
Cc1ccc(C)c(OCCC(=O)OC(C)C(=O)Nc2c(C)n(C)n(-c3ccccc3)c2=O)c1 (stereo not drawn) | 14% | 0% | . | . | -2 | 2% | -6 | 6 | . | -12%
COC(=O)C1=C(N)Oc2cc(C)n(CC3CCCO3)c(=O)c2C1c1ccccc1 (stereo not drawn) | 7% | -1% | 10 | -1% | -2 | 0% | 21 | 2 | 6% | 3%
Cc1[nH]c(=O)[nH]c(=O)c1S(=O)(=O)N1CCCC(C(=O)NCc2ccc3c(c2)OCO3)C1 (stereo not drawn) | 0% | -2% | 0 | 4% | -1 | 5% | 6 | 2 | 2% | 1%
C1CCCN(CCCCN2CCCCCC2)CC1 | . | . | 1 | -3% | 7 | -6% | 77[activator] | . | 1% | .
C#CCn1c(=NC(=O)c2ccc(Br)s2)sc2cc(NC(C)=O)ccc21 | 0% | -2% | 4 | -2% | 2 | -5%[46.1 µM] | 12 | 7 | -1% | 1%
COc1ccc2[nH]c(=O)c(NC(N)=S)nc2c1 | 19% | 3% | 1 | 3% | 6 | -2% | 10 | 6 | -9% | 0%
CCNC(=S)NNC(=O)c1cc(-c2cccc(OCC)c2)nc2ccccc12 | 0% | 2% | 2 | 2% | 3 | . | 4 | -10 | 7% | ?
O=C(CC(=O)NC1CCCCC1)N/N=C/c1ccccc1[N+](=O)[O-] | . | -3% | -1 | 0% | 8 | 7% | -24 | -3 | -2% | -1%
CS(=O)(=O)N(CC(=O)N/N=C/c1cccc2c1OCCO2)c1ccccc1Br | -1% | ? | 3 | -7% | 10 | 2% | -8 | -1 | 2% | -15%
Cc1c(C)c2ccc(OCC(=O)Nc3ccccn3)c(C)c2oc1=O | 1% | -7% | 0 | ? | -49 | 1% | -98* | -5 | 9% | -13%
